HEK293 tox: cytotoxicity counter-screen for GLP-1 receptor inverse agonists; HEK293 cAMP-luciferase reporter cells, luminescence, 24 h; 410,000 tested, 0.13% active; Potency, µM (series often up to 38.3 µM), without a hit: top-dose activity change, negative = inhibition, hits mostly inhibitors; AID 624418;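 further: loss of luciferase light is scored as toxicity; on the % scale 0 is the no-effect control and ±100 the full control effect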
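Quantitative HTS format, 1536 wells, 200 cells/uL seeded. Compounds: 23 nL, 24 h, 37 °C. Detection: luciferase reagent, luminescence at 12 min RT; decreased signal taken as cytotoxic.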
PTHR1 ag: agonists of human PTHR1 parathyroid hormone receptor | Potency, µM (series often up to 115 µM), for the others: top-dose activation, actives largely listed as activators | AID 743266 | 410,000 tested, 0.075% active | Q03431 | HEK293 GP2 PTHR1 cells, GloSensor cAMP luminescence, 1 h; further: nearly all actives have a fitted effect of over 55% in size; some results filed as inactive show a strong effect at the top dose; inactives centre near -15; many of its hits are not listed in these tables
Target sequence (Q03431 whole entry, looked up): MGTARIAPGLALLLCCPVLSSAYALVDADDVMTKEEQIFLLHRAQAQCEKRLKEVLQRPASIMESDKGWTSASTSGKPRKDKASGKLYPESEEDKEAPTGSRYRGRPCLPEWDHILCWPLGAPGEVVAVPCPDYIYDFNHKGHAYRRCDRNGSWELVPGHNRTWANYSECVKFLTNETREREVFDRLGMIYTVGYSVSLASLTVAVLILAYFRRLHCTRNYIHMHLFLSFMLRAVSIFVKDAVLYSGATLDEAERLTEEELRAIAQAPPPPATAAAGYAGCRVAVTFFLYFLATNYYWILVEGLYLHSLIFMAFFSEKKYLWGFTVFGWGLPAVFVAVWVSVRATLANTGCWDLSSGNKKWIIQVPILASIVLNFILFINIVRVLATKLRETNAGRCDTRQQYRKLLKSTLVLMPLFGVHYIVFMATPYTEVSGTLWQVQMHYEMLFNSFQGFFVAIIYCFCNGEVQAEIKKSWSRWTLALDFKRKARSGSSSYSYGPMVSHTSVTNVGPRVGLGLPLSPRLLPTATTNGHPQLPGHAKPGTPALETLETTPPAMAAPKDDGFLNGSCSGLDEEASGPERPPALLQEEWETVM
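HEK-293-derived GP2 cells expressing PTHR1 and a GloSensor cAMP reporter, 3,000/well, plated overnight, given luciferin plus IBMX (each 0.5 mM as added) for 1 h at 37 °C, then compound for 1 h at 37 °C. Luminescence was read after 15 min at room temperature.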
GLP-1R inv ag: inverse agonists of human GLP-1 receptor; Potency, µM (highest dose often 38.3 µM), for the others: top-dose activity change, negative = inhibition, most hits filed as inhibitors; HEK293 GLP-1R CRE-luciferase, luminescence, 24 h; GLP-1R form is constitutively active; 410,000 tested, 1.6% active; further: on the % scale 0 is the no-effect control and ±100 the full control effect; nearly all actives have a fitted effect of over 55% in size
Target sequence (P43220 whole entry, looked up): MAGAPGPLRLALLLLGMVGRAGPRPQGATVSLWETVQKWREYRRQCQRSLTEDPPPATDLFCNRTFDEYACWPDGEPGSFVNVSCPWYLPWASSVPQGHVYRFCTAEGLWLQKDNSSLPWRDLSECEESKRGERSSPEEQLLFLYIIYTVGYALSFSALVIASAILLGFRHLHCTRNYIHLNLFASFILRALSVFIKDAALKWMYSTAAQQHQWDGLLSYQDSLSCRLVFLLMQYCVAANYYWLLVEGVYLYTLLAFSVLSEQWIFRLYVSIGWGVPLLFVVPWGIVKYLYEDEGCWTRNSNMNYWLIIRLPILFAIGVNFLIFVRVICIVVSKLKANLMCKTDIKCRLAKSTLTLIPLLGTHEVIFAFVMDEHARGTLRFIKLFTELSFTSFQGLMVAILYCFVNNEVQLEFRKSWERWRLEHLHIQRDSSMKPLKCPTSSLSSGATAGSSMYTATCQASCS
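Assay principle: reduced luminescence from a cAMP-responsive reporter in HEK293 cells co-expressing a constitutively active GLP-1R. Conditions: 24 hr compound incubation, 37 deg C, 5% CO2.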
Numbers without * were called inactive; i = inactive; ? = inconclusive; [ ] = another dose, or the depositor's remark. The call rests on the fitted dose curve; in most records, active means well fitted curve in the direction sought with a large enough effect; inconclusive means small, poorly fitted or top-dose-only effect, or another doubt; inactive means no such curve, though single readings can be large; an effect the other way counts as inactive or inconclusive. Potency means the concentration at half of the fitted maximal effect. Not all compounds are listed, so the mix of outcomes need not match the whole.

SMILES | HEK293 tox | PTHR1 ag | GLP-1R inv ag
CCOC(=O)c1cc(S(=O)(=O)N2CCN(c3cc(Cl)ccc3C)CC2)[nH]n1 | 0% | -9% | -1%
COC(=O)C1CCN(c2csc3ccc(Cl)cc3c2=O)CC1 | 3% | -2% | 7%
COC(=O)c1cc2sc(C)cc2n1Cc1nc(-c2cccc(Br)c2)oc1C | 3% | i | -1%
Cc1ccc(CNC(=O)c2ccc(NC(=O)c3nsc4ccccc34)cc2)cc1 | -3% | -29% | -6%
Cc1ccc(-c2cc(C(=O)Oc3ccccc3Cl)no2)cc1C | 2% | i | 12%
COc1ccc(N2CCN(C(CNS(=O)(=O)c3ccc(OC)c(C)c3)c3ccco3)CC2)cc1 (centres undefined) | 2% | i | ?
CCOC(=O)c1c(S(=O)(=O)N2CCC(C(=O)Nc3ccc(C)cn3)CC2)c(C)n(C)c1C | -4% | -5% | 1%
CCc1ccc(CNC(=O)c2cc(=O)[nH]c3ccc(S(=O)(=O)N4CCCCC4)cc23)cc1 | 4% | -21% | 1%
COc1cccc(Cn2c(SCc3ccc(C(=O)N4CCCCC4)cc3)nc3ccncc32)c1 | -4% | -29% | -10%
COc1ccc(Br)c(C(=O)Nc2cc3c(cc2N2CCCCC2)n(C)c(=O)c(=O)n3C)c1 | -1% | i | 18%
CCCc1nn2c(=O)cc(COC(=O)c3ccccc3NC(=O)c3cccs3)nc2s1 | 0% | -18% | 14%
Cc1ccc(C)c(S(=O)(=O)c2cn(Cc3ccccc3)c3cc(N4CCCC4)c(F)cc3c2=O)c1 | -19% | 22% | -28%
CCSc1nnnn1-c1cccc(C(=O)O)c1 | 0% | -5% | 18%
CC(C)Oc1ccc(CNC(=O)c2ccc(CN3CC(=O)N4CCCCC4C3=O)cc2)cc1 (centres undefined) | 2% | -21% | 3%
CCOC(=O)c1ccc(NC(=O)c2c(NCc3ccc(OC)c(OC)c3OC)sc3c2CCC(C)C3)cc1 (centres undefined) | 6% | i | 7%
Cc1cccc(NC(=O)C(=O)NCC(c2ccc3c(c2)OCO3)N2CCOCC2)c1C (centres undefined) | 13% | -42%[inhibitor] | -28%
O=C(COc1ccccc1F)Nc1nnc(SCc2cc(=O)n3ccccc3n2)s1 | 9% | -7% | 1%
O=C(Nc1ccc(F)cc1F)C(Cc1ccccc1)N1Cc2ccccc2C1=O (centres undefined) | -2% | i | ?
Cc1ccc(Cl)cc1-n1ncc2c(N3CCCCCC3)ncnc21 | -25% | -92% | ?
CCOC(=O)c1c(NC(=O)c2ccccc2OCC)sc2c1CCC(CC)C2 (centres undefined) | 0% | i | 3%

An excerpt from above, reduced to PTHR1 ag and GLP-1R inv ag:
| SMILES | PTHR1 ag | GLP-1R inv ag |
| --- | --- | --- |
| Cc1ccc(CNC(=O)c2ccc(NC(=O)c3nsc4ccccc34)cc2)cc1 | -29% | -6% |
| Cc1ccc(-c2cc(C(=O)Oc3ccccc3Cl)no2)cc1C | i | 12% |
| COc1ccc(N2CCN(C(CNS(=O)(=O)c3ccc(OC)c(C)c3)c3ccco3)CC2)cc1 (centres undefined) | i | ? |

(cont.)
SMILES | HEK293 tox | PTHR1 ag | GLP-1R inv ag
CCn1c(C(=O)NCc2ccccc2Br)cc2oc3ccccc3c21 | -1% | i | ?
CCOC(=O)c1c(C)[nH]c(C)c1S(=O)(=O)NCC(=O)NCc1ccccc1C | -4% | i | 1%
CSc1ccc(CCNc2ncnc3onc(-c4ccc(Cl)cc4)c23)cc1 | 9% | -42%[inhibitor] | ?
Cc1c(CCNC(=O)c2c(F)cccc2F)sc2nc(-c3ccc(F)cc3)nn12 | -12% | -26% | 1%
CCOC(=O)c1ccc(NC(=O)CCn2ccc(C)n2)cc1 | 0% | -20% | 3%
Cc1nc2ccn(Cc3ccco3)c(=O)c2cc1C(=O)N1CCN(c2ccc(F)cc2)CC1 | 3% | 1% | 0%
Cc1cccc(C)c1NC(=O)Cn1c(=O)n(Cc2ccccc2)c(=O)c2c(C)c(C(=O)N(C)C)sc21 | 24% | 21% | -9%
Cc1ccc(C(C)C)c(OCC(=O)Nc2c(C(=O)c3ccc(F)cc3)oc3ccccc23)c1 | -5% | -95%[inhibitor] | -4%
Cc1cccc(CSc2cn(CC(=O)N3CCCCCC3)c3ccccc23)c1 | 0% | -90%[inhibitor] | ?
COc1ccc(NC(=O)CSC2=Nc3ccccc3C3=NC(CCC(=O)NCc4ccco4)C(=O)N23)cc1 (centres undefined) | -10% | i | -24%
COc1ccc(-n2nc(C(=O)N3CCCCC3)c3c4ccccc4n(C)c3c2=O)cc1Cl | -4% | -9% | 2%
Cc1cccc(C(=O)Nc2ccc(-c3nc4ncccc4o3)cc2C)c1 | 8% | i | 1%
CCOC(=O)C1CCCN(c2nc3c(S(=O)(=O)c4ccc(C)c(C)c4)nnn3c3ccc(Cl)cc23)C1 (centres undefined) | 11% | i | 17%
Cc1ccc(CN(C(=O)COc2ccc(C(C)(C)C)cc2)C2CCS(=O)(=O)C2)o1 (centres undefined) | 2% | i | -27%
COc1ccc(N2CCN(S(=O)(=O)c3ccc(OC)c(-c4noc(C)n4)c3)CC2)cc1 | 3% | -18% | 11%
CCC(=O)N1CCc2cc(S(=O)(=O)NCCC(=O)Nc3cccc(C)c3C)ccc21 | 2% | ? | 17%
O=C(NNc1ncnc2c1cnn2-c1ccccc1)c1ccccc1 | -11% | -17% | 3%
COc1cccc(-c2cn3c(n2)sc2cc(C(=O)NCCc4ccccc4)ccc23)c1 | -15% | -1% | -25%
CCOC(=O)C1CCN(C(=O)c2ccc3c(c2)sc2nc(-c4ccc(C)cc4)cn23)CC1 | -6% | -31%[inhibitor] | 44%[activator]
CCCCNC(=O)CSc1nc2ccccc2nc1Cc1ccc(Cl)cc1 | 6% | i | 12%

4 of the compounds above, with values under each structure.
Each structure is followed by: HEK293 tox, PTHR1 ag, GLP-1R inv ag
CCn1c(C(=O)NCc2ccccc2Br)cc2oc3ccccc3c21
→ -1%, i, ?
CCOC(=O)C1CCN(C(=O)c2ccc3c(c2)sc2nc(-c4ccc(C)cc4)cn23)CC1
→ -6%, -31%[inhibitor], 44%[activator]
CCOC(=O)c1ccc(NC(=O)CCn2ccc(C)n2)cc1
→ 0%, -20%, 3%
COc1ccc(-n2nc(C(=O)N3CCCCC3)c3c4ccccc4n(C)c3c2=O)cc1Cl
→ -4%, -9%, 2%

The list continues.
SMILES | HEK293 tox | PTHR1 ag | GLP-1R inv ag
COc1ccc(Cn2c(CCC(=O)Nc3cc(OC)c(OC)c(OC)c3)nc3cccnc32)cc1 | -4% | -14% | 11%
CCOC(=O)c1cccc(NC(=O)Cn2c(=O)nc(-c3ccccc3)c3ccccc32)c1 | -11% | i | 5%
Cc1cccc(C)c1NC(=O)Cn1nnc(C(=O)NCc2ccc(F)cc2)c1N | 6% | -24% | 3%
COC(=O)CN1C(=O)CSc2ccc(S(=O)(=O)N3CCOCC3)cc21 | -5% | -6% | 0%
COc1ccc(-c2nc3c(c(SCc4ccc(Br)cc4)n2)Cc2c(CO)cnc(C)c2O3)cc1 | 1% | 2% | 5%
Cn1c(=O)n(C)c2cc(N3CCCCC3)c(NC(=O)c3ccc(Cl)cc3)cc21 | 13% | -10% | 2%
CCn1c(=O)cc(OCC(=O)N2CCN(c3cccc(C)c3C)CC2)c2ccccc21 | 9% | -14% | -29%
O=C(Cc1ccc(NC(=O)N2CCCCc3ccccc32)cc1)NCc1cccc(Br)c1 | 4% | i | -14%
CCCCN1CCCc2cc(CN(CCCN3CCOCC3)C(=O)Nc3ccc(CC)cc3)ccc21 | 2% | -28% | 2%
CCOc1ccc(-c2nnc(SCC(=O)Nc3cccc(OC)c3)nc2-c2ccc(OCC)cc2)cc1 | 8% | ? | -11%
CCN(C(=O)CSc1nnc(-c2cc3occc3n2C)n1-c1ccccc1C)c1ccccc1 | 4% | 17% | -3%
CCCCc1ccc(NC(=O)c2ccc3c(c2)CCN3S(=O)(=O)c2ccccc2)cc1 | 1% | i | ?
COc1ccc(-c2[nH]c3c(c2-c2c(-n4cccc4)n(C)c(=O)[nH]c2=O)c(=O)[nH]c(=O)n3C)cc1F | 17% | -24% | 12%
O=C(CSc1nc(-c2ccccc2)cn1-c1ccccc1F)Nc1ccc(F)cc1 | 4% | -12% | ?
CCCCn1c(SCC(=O)NCc2ccc(C)cc2)nc2c(sc3ccccc32)c1=O | 0% | i | 1%
COc1ccc(CNC(=O)C2CCC(CNS(=O)(=O)c3ccc4c(c3)CCCC(=O)N4)CC2)cc1 (centres undefined) | 4% | i | 3%
CC(C)Oc1ccc(C(=O)NCCc2csc(-c3cccc(F)c3)n2)cc1 | -12% | -5% | ?
COc1ccc(Cn2ccc3nc(C)c(C(=O)N4CCN(c5ccc(OC)cc5)CC4)cc3c2=O)cc1 | 3% | i | -4%
CC(=O)N1CCc2cc(CNS(=O)(=O)c3ccc(Cl)s3)ccc21 | 3% | -40%[inhibitor] | 5%
Cc1ccc(Cl)cc1N1CCN(C(=O)c2sc3nc4n(c(=O)c3c2C)CCC4)CC1 | 8% | i | 13%
Cc1ccc(CSc2nc3cccnc3n2Cc2ccc(C(=O)NCc3cccs3)cc2)cc1 | -3% | -21% | 4%
O=C(CSc1nnc(-c2ccc(Cl)cc2)o1)N1CCc2ccccc21 | -1% | i | 10%
CCOC(=O)c1c(S(=O)(=O)N2CCCC(C(=O)Nc3cccc(CC)c3)C2)c(C)n(CC)c1C (centres undefined) | 8% | i | -7%
O=C(Nc1cc2ccc(O)cc2oc1=O)c1ccccc1 | 5% | -25% | -6%
COc1ccc(-c2nc(SCC(=O)NCc3ccccc3Cl)n[nH]2)cc1 | ? | i | -50%
CN(C(=O)CSc1nc(-c2ccccc2)no1)c1ccc(F)cc1 | 1% | -5% | -2%
COc1ccc(CNC(=O)Cn2ncc3c4ccccc4n(Cc4cccc(Cl)c4)c3c2=O)cc1 | -2% | i | -12%
Cc1ccc(C)c(Cn2c(=O)n(CCCC(=O)NCc3ccc4c(c3)OCO4)c(=O)c3sccc32)c1 | -21% | -19% | ?
CSc1nc(Nc2ccc(C)cc2C)cc(-c2ccccc2)n1 | -6% | i | ?
CCCCSCCCNC(=O)c1c[nH]c2ccc(S(=O)(=O)Nc3cccc(OC)c3)cc2c1=O | 0% | -12% | 6%
COc1ccc(/C=C\c2onc(C)c2S(=O)(=O)N2CCC(C(=O)Nc3ccc(F)cc3F)CC2)cc1 | 5% | -14% | 4%
COc1ccc(OCC(=O)Nc2ccc3c(c2)N(C)C(=O)c2ccccc2S3)cc1 | 16% | -47%[inhibitor] | ?
CN1CCc2c(sc3c2C(=O)NC(c2ccc(OC(=O)c4ccccc4)cc2)N3)C1 (centres undefined) | 23% | -25% | 20%
COc1ccc(CC(=O)NCC(c2cccs2)S(=O)(=O)c2ccc(F)c(C)c2)cc1 (centres undefined) | -4% | -23% | 5%
CC(C)CCOc1ccc(C(=O)NCC2OCCc3ccccc32)cc1 (centres undefined) | -2% | -40%[inhibitor] | -4%
COC(=O)c1ccc2c(=O)n3nc(Nc4ccc(F)cc4F)sc3nc2c1 | -8% | -24% | 10%
COc1cc(C(=O)N(Cc2ccc(C(C)C)cc2)C2CCS(=O)(=O)C2)cc(OC)c1OC (centres undefined) | -2% | -31% | 2%
Cc1ccc(CSCCC(=O)N2CCN(c3cc(C)ccc3C)CC2)cc1 | 0% | -90%[inhibitor] | ?
Cc1ccc(Cl)cc1N1CCN(C(=O)c2ccc(NC(=O)c3nsc4ccccc34)cc2)CC1 | 1% | -71%[inhibitor] | ?
Oc1c(C(c2ccc(Cl)cc2Cl)N2CCCC2)sc2nc(-c3ccco3)nn12 (centres undefined) | -10% | -11% | 10%

Sorted by value in PTHR1 ag (high to low): 3 of the compounds above.
| SMILES | PTHR1 ag |
| --- | --- |
| CCOC(=O)c1cc(S(=O)(=O)N2CCN(c3cc(Cl)ccc3C)CC2)[nH]n1 | -9% |
| Cc1cccc(C)c1NC(=O)Cn1nnc(C(=O)NCc2ccc(F)cc2)c1N | -24% |
| COc1cccc(Cn2c(SCc3ccc(C(=O)N4CCCCC4)cc3)nc3ccncc32)c1 | -29% |
